HP1b binding inh – HTS for Inhibitors of HP1-beta Chromodomain Interactions with Methylated Histone Tails | 390,000 tested, 0.56% active | Potency, µM (highest dose often 114 µM), for inactives: at the top dose activity change, negative = inhibition, actives largely listed as inhibitors | AlphaScreen HP1-beta / biotin-H3K9me3 peptide binding | AID 540317, 2011 | Chromobox protein homolog 1 (Homo sapiens), P83916; note: potency is the fitted concentration of half-maximal effect; nearly all actives have a fitted effect of over 70% in size; inactives centre near 23
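HP1-beta protein (50 nM final) preincubated 30 min at room temperature with biotinylated H3(1-18)K9me3 peptide (50 nM) in PBS pH 7.4, 0.01% Tween-20, then compound added for 30 min. AlphaScreen streptavidin donor/nickel chelate acceptor beads (10 ug/mL final), 30 min dark, luminescence read.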
BAZ2B inh – qHTS Assay for Inhibitors of BAZ2B; Bromodomain adjacent to zinc finger domain protein 2B (Homo sapiens), Q9UIF8; Potency, µM (titrated, usually from 114 µM), for the others: at the highest dose activity change, negative = inhibition, usual class: inhibitors; 360,000 tested, 4.4% active; AlphaScreen BAZ2B-H3K14Ac peptide displacement; AID 504333, 2011; note: potency is the fitted concentration of half-maximal effect; % is set by controls: 0 for no effect and ±100 for the full control effect; nearly all actives have a fitted effect of over 60% in size
Target sequence (Q9UIF8 whole entry, looked up, the tested form may be a part): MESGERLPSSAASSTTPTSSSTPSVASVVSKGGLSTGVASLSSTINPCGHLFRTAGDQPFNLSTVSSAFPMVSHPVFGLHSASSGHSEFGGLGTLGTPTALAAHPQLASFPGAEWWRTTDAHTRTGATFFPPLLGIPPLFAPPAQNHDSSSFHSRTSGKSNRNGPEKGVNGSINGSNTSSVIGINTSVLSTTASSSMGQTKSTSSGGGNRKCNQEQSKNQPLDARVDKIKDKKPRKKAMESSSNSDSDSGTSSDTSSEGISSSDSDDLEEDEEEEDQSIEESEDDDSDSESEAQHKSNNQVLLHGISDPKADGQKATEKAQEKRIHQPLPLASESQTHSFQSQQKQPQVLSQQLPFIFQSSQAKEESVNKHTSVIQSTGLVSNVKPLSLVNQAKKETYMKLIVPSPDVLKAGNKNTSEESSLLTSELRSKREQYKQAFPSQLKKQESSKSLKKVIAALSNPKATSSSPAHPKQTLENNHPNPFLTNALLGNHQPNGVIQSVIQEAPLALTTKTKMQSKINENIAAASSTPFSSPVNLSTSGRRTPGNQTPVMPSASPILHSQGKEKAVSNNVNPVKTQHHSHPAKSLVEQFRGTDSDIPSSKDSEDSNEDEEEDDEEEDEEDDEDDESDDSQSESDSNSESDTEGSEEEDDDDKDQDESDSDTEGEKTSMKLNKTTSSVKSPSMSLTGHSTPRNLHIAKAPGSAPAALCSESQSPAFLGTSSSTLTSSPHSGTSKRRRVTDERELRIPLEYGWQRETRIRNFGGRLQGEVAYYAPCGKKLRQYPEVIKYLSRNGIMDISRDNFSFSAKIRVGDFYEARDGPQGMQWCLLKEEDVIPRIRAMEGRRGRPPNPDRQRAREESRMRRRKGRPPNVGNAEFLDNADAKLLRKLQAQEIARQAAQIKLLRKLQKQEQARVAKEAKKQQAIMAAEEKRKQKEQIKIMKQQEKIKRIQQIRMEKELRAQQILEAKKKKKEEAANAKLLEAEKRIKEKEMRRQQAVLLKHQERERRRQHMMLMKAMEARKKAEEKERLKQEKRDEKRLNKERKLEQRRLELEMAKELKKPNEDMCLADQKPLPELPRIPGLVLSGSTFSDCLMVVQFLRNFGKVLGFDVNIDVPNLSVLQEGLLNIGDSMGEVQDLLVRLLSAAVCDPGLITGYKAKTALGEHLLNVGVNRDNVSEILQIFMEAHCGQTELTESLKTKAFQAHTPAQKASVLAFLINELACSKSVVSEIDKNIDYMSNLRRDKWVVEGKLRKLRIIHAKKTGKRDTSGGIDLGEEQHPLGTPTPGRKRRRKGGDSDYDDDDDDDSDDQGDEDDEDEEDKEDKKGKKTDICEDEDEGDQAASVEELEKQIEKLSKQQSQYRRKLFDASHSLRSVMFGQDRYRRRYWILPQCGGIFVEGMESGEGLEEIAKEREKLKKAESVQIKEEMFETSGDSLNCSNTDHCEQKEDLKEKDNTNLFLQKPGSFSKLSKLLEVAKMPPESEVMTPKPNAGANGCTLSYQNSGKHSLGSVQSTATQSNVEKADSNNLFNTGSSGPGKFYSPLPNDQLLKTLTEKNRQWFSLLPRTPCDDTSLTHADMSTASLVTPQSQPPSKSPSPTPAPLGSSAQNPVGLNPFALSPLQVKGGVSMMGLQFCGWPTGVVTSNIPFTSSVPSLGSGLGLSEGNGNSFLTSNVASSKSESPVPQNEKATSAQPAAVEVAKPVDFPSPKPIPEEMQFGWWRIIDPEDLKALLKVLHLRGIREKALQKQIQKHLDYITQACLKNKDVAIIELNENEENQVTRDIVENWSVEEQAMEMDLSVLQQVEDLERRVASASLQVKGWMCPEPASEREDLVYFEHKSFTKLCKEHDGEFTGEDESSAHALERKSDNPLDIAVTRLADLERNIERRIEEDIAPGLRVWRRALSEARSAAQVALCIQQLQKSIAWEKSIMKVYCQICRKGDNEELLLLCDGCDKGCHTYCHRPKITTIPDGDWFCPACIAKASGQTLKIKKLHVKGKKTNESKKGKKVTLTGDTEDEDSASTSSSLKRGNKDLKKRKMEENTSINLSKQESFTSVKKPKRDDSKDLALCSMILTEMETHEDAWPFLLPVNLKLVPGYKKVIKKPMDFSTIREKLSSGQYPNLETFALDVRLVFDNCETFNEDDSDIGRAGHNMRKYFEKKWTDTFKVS
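Protein-peptide AlphaScreen: BAZ2B 50 nM, b-H3K14Ac 50 nM, 1x PBS pH 7.4 + 0.01% Tween-20. Preincubation 30 min RT; cpd 30 min RT (top 110 uM); beads 20 min RT, light-protected.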
GLS inh – qHTS for Inhibitors of Glutaminase (GLS); Glutaminase kidney isoform, mitochondrial (Homo sapiens), O94925; GLS enzymatic activity, qHTS titration; Potency, µM (series often up to 45.5 µM), for the others: at the top dose activity change, negative = inhibition, actives largely listed as inhibitors; 410,000 tested, 0.21% active; AID 624170, 2012; note: potency is the fitted concentration of half-maximal effect; % is set by controls: 0 for no effect and ±100 for the full control effect
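Glutamate formation by hKGA was monitored fluorometrically using coupled glutamate oxidase, HRP and Amplex Red. Substrate was added as 1 mM L-glutamine solution; incubation was 30 min at RT after an initial read.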
G9a block – qHTS Assay for Inhibitors of Histone Lysine Methyltransferase G9a. G9a H3K9 monomethylation, AlphaScreen, 2 h. 350,000 tested, 8.8% active. Histone-lysine N-methyltransferase EHMT2 (Homo sapiens), Q96KQ7. Potency, µM (doses to about 102 µM), for the others: top-dose activity, negative = inhibition, most hits filed as inhibitors; note: potency is the fitted concentration of half-maximal effect; % is set by controls: 0 for no effect and ±100 for the full control effect; nearly all actives have a fitted effect of over 75% in size
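Methyltransferase reactions run at room temperature for 2 h (20 nM enzyme, 500 nM biotin-H3K9 peptide, 20 uM SAM) after a 15 min compound preincubation; product detected by AlphaScreen beads and anti-H3K9me1 antibody.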
PI4K2A inh – qHTS for small molecular inhibitors of PI4K2A; activity change, negative = inhibition, % at 76.9 µM; Phosphatidylinositol 4-kinase type 2-alpha (Homo sapiens), Q9BTU6; 420,000 tested, 0.13% active; purified PI4K2A, ADP-Glo luminescence, 1 h; active compounds read low; in the data active = activity change below about -50%; inconclusive = mostly about -30% to -49%;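 note: -100% = wells without enzyme as full effect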
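ADP-Glo luminescence measured ADP generated by PI4K2A enzyme (4 ug/mL before mixing) with 1.2 mM PI substrate (pre-mix) and 300 microM ATP (pre-mix). Tris pH7.5 buffer with MgCl2, Triton X-100; 1 h reaction at ambient temperature.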
PGK inhibitor – qHTS Assay to Find Inhibitors of Phosphoglycerate Kinase. AID 602233, 2012. 380,000 tested, 0.043% active. PGK/GAPDH coupled, Kinase-Glo luminescence, 60 min. Potency, µM (series often up to 57.5 µM), for the others: at the highest dose activity change, negative = inhibition, usual class: inhibitors; note: potency is the fitted concentration of half-maximal effect; % is set by controls: 0 for no effect and ±100 for the full control effect; nearly all actives have a fitted effect of over 60% in size
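Luminescent ATP detection (Kinase-Glo Plus) follows a 60-minute room-temperature incubation, with wells lacking PGK as controls. Buffer: 100 mM TEA (pH 7.6), 5 mM MgCl2, 0.01% Tween-20. Coupling enzyme GAPDH (100 nM final) supplies unstable 1,3-BPG in-well.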
ERG-DNA inh – qHTS for Small Molecule Inhibitors of the ERG Ets/DNA interaction; Transcriptional regulator ERG (Homo sapiens), P11308; fluorescence polarization, His-ERG Ets domain / labelled DNA; Potency, µM (top dose mostly 76.9 µM), for inactives: at the top dose FP activity, negative = inhibition, actives largely listed as inhibitors; 370,000 tested, 0.028% active; AID 624246, 2012; active = well fitted inhibition curve with a large enough effect in the polarisation, with a control signal flat; inconclusive = small, poorly fitted or top-dose-only effect, or effect the other way, or a change in a side signal; inactive = no such curve, though single readings can be large or run the other way; the % refers to the polarisation;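 note: polarization taken with two DNA probes labelled with fluorescein and Texas red; potency is the fitted concentration of half-maximal effect; % of control where 0% means no effect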
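His-tagged ERG Ets domain (1 uM in the protein solution; 300mM KCl, 50mM Tris-HCl, 1mM EDTA, 1mM DTT, pH 7.5) received compound, then a probe mix of 5 nM fluorescein-DNA and 100nM Texas-615-DNA. Fluorescence polarization was read for both dyes.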
Pin1 inhibitor – qHTS Assay to Find Inhibitors of Pin1 | Pin1 FP peptide displacement, HiFluor488, 10 min | Potency, µM (top dose mostly 115 µM), for the others: top-dose activity, negative = inhibition, most hits filed as inhibitors | AID 504891, 2011 | Peptidyl-prolyl cis-trans isomerase NIMA-interacting 1 (Homo sapiens), Q13526 | 390,000 tested, 0.009% active; active = well fitted inhibition curve with a large enough effect in the polarisation, with a control signal flat, not every such curve was filed as active; inconclusive = small, poorly fitted or top-dose-only effect, or effect the other way, or a change in a side signal; inactive = no such curve, though single readings can be large or run the other way; the % refers to the polarisation; note: potency is the fitted concentration of half-maximal effect; % is set by controls: 0 for no effect and ±100 for the full control effect
JMJD2A Tudor – qHTS Assay for Inhibitors of JMJD2A-Tudor Domain; AlphaScreen JMJD2A-Tudor / H3K4me3 peptide binding; 390,000 tested, 4.4% active; AID 504339, 2011; Potency, µM (highest dose often 114 µM), without a hit: top-dose activity change, negative = inhibition, actives largely listed as inhibitors; Lysine-specific demethylase 4A (Homo sapiens), O75164; note: potency is the fitted concentration of half-maximal effect; % is set by controls: 0 for no effect and ±100 for the full control effect; nearly all actives have a fitted effect of over 50% in size
Starred values were filed as active, the others as inactive; i = inactive; ? = inconclusive; nt = no result given; [ ] = dose if it differs, or a comment. Unless noted, calls come from the whole dose curve; as a rule, active = well fitted curve in the direction sought with a large enough effect; inconclusive = small, poorly fitted or top-dose-only effect, or another doubt; inactive = no such curve, though single readings can be large; an effect the other way counts as inactive or inconclusive.

| HP1b binding inh | BAZ2B inh | GLS inh | SMILES | G9a block | PI4K2A inh | PGK inhibitor | ERG-DNA inh | Pin1 inhibitor | JMJD2A Tudor |
| --- | --- | --- | --- | --- | --- | --- | --- | --- | --- |
| 43.8%[activator] | 3.7% | -4.4% | N#Cc1ccc(COn2nnc3ccccc32)cc1 | 89.1µM* | -3.1 | i | -0.3% | -6.2% | -10.1% |
| 29.4% | -0.5% | -11.9% | O=C(NCCc1ccccc1Cl)C1CC(=O)N(C2CCCCC2)C1 (stereo not drawn) | 22.8% | 2.2 | i | -7.8% | -10.2% | 0.0% |
| 30.7% | -6.4% | -4.0% | COc1ccc(C)c2sc(N(Cc3cccnc3)C(=O)C3CCCCC3)nc12 | -30.5%[59 µM] | -2.6 | 10.2% | -0.5% | -9.7% | -28.2% |
| 0.6% | -32.6% | 15.8% | Cc1cccc(Nc2nnc(SC/C(O)=C(\C#N)c3nc4ccccc4[nH]3)s2)c1 | 15.8µM* | -4.4 | 4.6% | 14.0% | 34.4%[activator] | -16.6% |
| ? | nt | 9.2% | CCOc1cc(N2CCOCC2)c(OCC)cc1NC(=O)c1cc(-c2ccco2)nc2ccccc12 | 8.91µM* | 0.9 | -2.1% | nt | 8.8% | 50.1µM* |
| 34.9% | 2.7% | 1.3% | Cc1ccc(S(=O)(=O)N2CCCSCC2)cc1 | -13.7% | -4.1 | -2.4% | -6.8% | 0.4% | -6.3% |
| ? | 56.2µM* | 0.0% | CCN1/C(=C2\C(=O)N(C)C(=S)N2C)C=Cc2cc(OC)ccc21 | 7.94µM* | -0.6 | -14.9% | 3.9% | -18.3% | ? |
| 11.0% | -6.1% | 2.2% | O=C1C=C(c2ccc(Cl)nc2)C[C@@H](c2ccc3c(c2)OCO3)C1 | -12.0%[0.501 µM] | 3.3 | -2.6% | 5.7% | -6.2% | -29.1% |
| 30.0% | -14.0% | -4.3% | CC(=O)Nc1ccc(NC(=O)[C@@H](NC(=O)c2cccc(C)c2)C(C)C)cc1 | 1.3% | 0.7 | -3.1% | -2.7% | 1.3% | -6.0% |
| 36.1% | -2.5% | 5.1% | CCOc1cc(C(N)=O)cc(OCC)c1OCC | -0.2%[12.7 µM] | -0.6 | -5.5% | -16.2% | -0.7% | -5.4% |
| 64.6%[activator] | -31.1% | -5.7% | COc1ccc(CNC(=O)c2ccc(CS(=O)c3ccccc3)o2)cc1 (stereo not drawn) | 52.1%[activator] | -0.9 | i | -13.6% | -1.0% | -6.8% |
| 47.7%[activator] | -10.0% | 16.1% | O=C(O)CNC(=O)c1ccc(NC(=O)/C(=C/c2ccccc2)NC(=O)c2ccco2)cc1 | nt | -21.8 | 4.2% | 6.9% | -2.4% | -8.9% |
| 35.5%[activator] | nt | 4.0% | COc1ccc(C2=NCC(CSc3nnnn3C)S2)cc1 (stereo not drawn) | 15.4%[59 µM] | ? | 0.6% | 3.6% | -8.7% | -5.0% |
| 212.8%[activator] | 155.6%[activator] | -8.3% | Cc1ccc(OCC(=O)Oc2c(C)cccc2C)cc1 | 143.5%[activator][59 µM] | 0.5 | -8.9% | 5.5% | -0.7% | 169.8%[activator] |
| 9.4%[57 µM] | -26.7% | 13.8% | CCC(=O)Nc1ccc(C(=O)CSc2nc(N)cc(N)n2)cc1 | 6.5% | 19.2 | 2.1% | -9.5% | -1.1% | -10.9% |
| 36.7%[activator] | -8.2% | 8.3% | CCCCN1C(=O)C(NC(C)=O)c2cc(Br)ccc21 (stereo not drawn) | 2.51µM* | 4.2 | -4.8% | -3.6% | -1.2% | -2.4%[57.1 µM] |
| 36.4% | nt | 6.7% | CC1(c2nnc(-c3ccncc3)o2)CC(c2cccc(Cl)c2)=NO1 (stereo not drawn) | nt | -3.0 | -9.2% | -0.1% | -3.7% | -24.6% |
| 11.4%[57 µM] | 1.6% | 1.1% | Cc1ccc(CNC(=O)Cn2c(=O)ccc3cc(S(=O)(=O)N4CCCC4)ccc32)cc1 | 16.7%[59 µM] | -3.7 | -5.0% | -19.8% | 3.0% | -0.3% |
| 22.1% | -15.5% | -11.4% | Nc1nnc(-c2ccc(Cl)cc2)s1 | -24.7% | -1.1 | i | nt | -5.3% | 4.2% |
| 14.6% | 8.3% | 0.7% | CCC(C)NC(=O)c1cn(C)c(=O)c2cc(OC)c(OC)cc12 (stereo not drawn) | -4.7%[59 µM] | 0.7 | 3.9% | -3.2% | 1.9% | -6.1% |
| 46.0%[activator] | -34.0% | 1.6% | Cc1nc(-c2ccccc2Cl)sc1C(=O)/C=C/N(C)C | -40.9% | -0.5 | 5.5% | 1.4% | -1.3% | -9.7% |
| -19.9% | ? | 55.7%[activator] | Cc1ccc2nc(-c3cccc(-c4cccc(Cl)c4)c3)c(NCc3ccccc3)n2c1 | -9.7%[2.33 µM] | 4.5 | -8.2% | -4.4% | -0.4% | ? |
| 13.2% | -1.9% | -3.7% | O=C1CCN(S(=O)(=O)c2ccccc2)N1 | 11.2µM* | -2.7 | -10.0% | 9.9% | -2.7% | -6.2% |
| 16.5% | 0.7% | 18.3% | O=C(O)Cn1c(=O)c(F)cn(C2CCCO2)c1=O (stereo not drawn) | -22.8% | 5.2 | 7.7% | -16.6% | -4.5% | 12.3% |
| 22.9% | 1.0% | -8.8% | COc1ccc(CNC(=O)CC2Oc3ccc(C)cc3NC2=O)cc1 (stereo not drawn) | 7.9%[59 µM] | -0.7 | -9.1% | 1.8% | -6.0% | -3.3% |
| 21.2% | -28.8% | 5.5% | N#CCC(=O)N/N=C/c1ccc(OC2CSC2)cc1 | -1.2% | 0.6 | -2.2% | 15.1% | -0.5% | -21.3% |
| 10.6% | ? | 2.5% | COc1ccc(OCc2nc(N)nc(Nc3ccccc3OC)n2)cc1 | nt | 1.2 | -9.5% | -0.6% | 2.9% | -25.2% |
| 31.6% | -1.2% | -2.0% | CCOc1ccc(OCC)c(NC(=O)CSc2nc3ccccc3c(=O)n2C)c1 | -9.1%[59 µM] | 0.7 | -6.4% | 0.0% | -4.9% | -20.6% |
| 25.2% | -11.7% | -2.1% | CCOC(=O)c1c(S(=O)(=O)N2CCCC(C(=O)NCc3ccc(F)cc3)C2)c(C)n(CC)c1C (stereo not drawn) | -3.6%[59 µM] | -1.6 | -2.5% | 8.8% | -6.1% | -34.3% |
| 33.2% | -16.0% | -2.7% | O=C(Nc1ccc(Cl)c(Cl)c1)Nc1ccccc1C(=O)O | 9.1% | -9.2 | -13.3% | 1.2% | -8.2% | 0.0% |
| 17.6% | 2.8% | 0.1% | Cc1ccc(CNc2nc3ccc(Cl)cc3n3nnnc23)cc1 | -0.6%[59 µM] | -3.0 | -4.6% | 0.0% | ? | -11.0% |
| 24.6% | -29.9% | -13.5% | CCn1c(SCC(=O)c2ccc([N+](=O)[O-])cc2)nnc1-c1ccc(Cl)cc1 | ? | -2.1 | i | 2.6% | 21.5% | -12.7% |
| 62.3%[activator] | -5.5% | 5.0% | O=C(COc1ccc(F)cc1)Nc1ccc(Cl)c(-c2nc3ccccc3[nH]2)c1 | 7.9%[59 µM] | -5.3 | nt | -5.1% | 23.4% | -7.6% |
| 28.4% | nt | 5.6% | O=C(COC(=O)c1cccnc1Cl)NCc1ccco1 | -5.3% | 2.9 | -16.0% | 2.2% | -0.5% | -18.6% |
| 48.1%[activator] | 8.7% | -2.0% | Cc1noc(C)c1COC(=O)CN(C)S(=O)(=O)c1ccc(Cl)cc1 | -1.8%[12.7 µM] | 0.2 | i | 0.5% | -6.3% | -10.2%[57.1 µM] |
| 43.2%[activator] | 5.7% | -20.4% | COC(=O)c1nnn(CC(=O)Nc2cccc(Cl)c2C)c1C(=O)OC | 10.2% | -5.1 | -1.1% | 4.1% | 3.1% | -14.5%[11.4 µM] |
| 24.1% | -15.8% | 19.6% | Cc1ccc(S(=O)(=O)NC(=O)Nc2ccc(OC(F)F)cc2)cc1 | -13.6% | -15.2 | -13.1% | 8.8% | 0.3% | -15.3% |
| 24.0% | -0.7% | 3.0% | Cc1cc(=O)oc2cc(OCC(=O)N3CCc4ccccc4C3)ccc12 | -4.6%[59 µM] | -5.3 | i | 3.0% | 2.4% | 10.2% |
| 29.9% | -10.6% | -0.2% | Cc1ccc(CNC(=O)c2ccc3c(O)c(S(=O)(=O)c4ccc(Cl)cc4)c(=O)[nH]c3c2)cc1 | -6.1%[59 µM] | -4.7 | -5.2% | 12.7% | -1.0% | -2.9% |
| 37.3% | -2.3% | 2.4% | Cc1cccc(OCC(=O)O/N=C(\N)c2ccccn2)c1 | -2.5%[59 µM] | 7.5 | -2.2% | 6.8% | 9.5% | -16.4% |

Hits appear at their usual frequency, and some 11% of all compounds hit somewhere here.
